BioA inh: inhibitors of Mycobacterium tuberculosis BioA enzyme; purified M. tuberculosis BioA enzyme, plate reader; inhibition, % at 9.99 µM; 360,000 compounds, 0.096% hits; in the data active = inhibition above about 40%
Starred values were filed as active, the others as inactive. A portion of the library. The share of hits here may be higher or lower than overall.

Preview (five entries):
SMILES | BioA inh
CN(C)c1ccc2c(c1)[C@@H]1C[C@@H](CC(=O)NCCc3ccccc3)O[C@H](CO)[C@@H]1O2 | -0.8
CNC[C@@H]1OCCCC[C@H](C)Oc2ccc(NS(=O)(=O)c3ccc(C)cc3)cc2C(=O)N([C@H](C)CO)C[C@@H]1C | -3.0
C[C@H](CO)N1C[C@H](C)[C@H](CN(C)Cc2ccccc2)Oc2c(NC(=O)C3CCCCC3)cccc2C1=O | 2.6
C[C@H]1CN([C@@H](C)CO)C(=O)c2cccc(NC(=O)Nc3ccc(F)cc3)c2O[C@@H]1CN(C)C(=O)Nc1ccccc1 | 0.6
C[C@H]1CN([C@@H](C)CO)C(=O)c2c(c3ccccc3n2C)-c2ccccc2CO[C@H]1CN(C)C(=O)C1CC1 | -1.6

The whole of this part, from the first entry:
SMILES | BioA inh
CN(C)c1ccc2c(c1)[C@@H]1C[C@@H](CC(=O)NCCc3ccccc3)O[C@H](CO)[C@@H]1O2 | -0.8
CNC[C@@H]1OCCCC[C@H](C)Oc2ccc(NS(=O)(=O)c3ccc(C)cc3)cc2C(=O)N([C@H](C)CO)C[C@@H]1C | -3.0
C[C@H](CO)N1C[C@H](C)[C@H](CN(C)Cc2ccccc2)Oc2c(NC(=O)C3CCCCC3)cccc2C1=O | 2.6
C[C@H]1CN([C@@H](C)CO)C(=O)c2cccc(NC(=O)Nc3ccc(F)cc3)c2O[C@@H]1CN(C)C(=O)Nc1ccccc1 | 0.6
C[C@H]1CN([C@@H](C)CO)C(=O)c2c(c3ccccc3n2C)-c2ccccc2CO[C@H]1CN(C)C(=O)C1CC1 | -1.6
CCC(=O)N1[C@@H]2c3cccc(=O)n3C[C@H]1[C@H](CO)[C@H]2C(=O)N1CCCCC1 | 0.2
COc1ccc(NC(=O)Nc2ccc3c(c2)[C@@H]2C[C@@H](CC(=O)N4CCOCC4)O[C@H](CO)[C@@H]2O3)cc1 | 0.5
O=S(=O)(c1cccc(F)c1)N1CC[C@@H]2[C@H](CO)Nc3ccc(C#Cc4cccc(F)c4)cc3[C@@H]21 | 2.6
Cc1cccc(S(=O)(=O)N(C)C[C@H]2OCc3ccccc3-c3ccccc3C(=O)N([C@@H](C)CO)C[C@@H]2C)c1 | 0.2
CO[C@H]1CN(C)C(=O)c2ccc(NC(=O)Nc3cccc(F)c3)cc2OC[C@@H](C)N(C)C[C@H]1C | 6.3
Cc1noc(C)c1S(=O)(=O)Nc1cccc2c1O[C@H](CN(C)S(C)(=O)=O)[C@H](C)CN([C@@H](C)CO)C2=O | -0.2
C[C@H](CO)N1C[C@H](C)[C@@H](CN(C)CC2CCCCC2)OCc2cn(nn2)CCCC1=O | -1.1
O=C(C[C@@H]1C=C[C@@H](NS(=O)(=O)c2ccccc2)[C@H](CO)O1)NCc1ccccc1F | 5.2
CC=Cc1ccc2n(c1=O)C[C@H]1[C@H](CO)[C@@H](C(=O)NCC3CC3)N(C(=O)CC3CC3)[C@@H]21 (mixture of isomers) | -1.6
Cc1noc(C)c1S(=O)(=O)N(C)C[C@H]1OCCCC[C@@H](C)Oc2ccc(NS(=O)(=O)c3cccs3)cc2C(=O)N([C@@H](C)CO)C[C@H]1C | 0.3
CCC(=O)Nc1ccc2c(c1)C(=O)N(C)C[C@@H](OC)[C@@H](C)CN(Cc1ccccc1OC)[C@H](C)CO2 | -2.2
C[C@@H]1CN([C@@H](C)CO)C(=O)c2cc(C3=CCCCC3)cnc2O[C@@H]1CN(C)C(=O)CN1CCOCC1 | 0.3
CCCN1C[C@H](C)[C@H](OC)CN(C)C(=O)c2ccc(NC(=O)Nc3c(C)noc3C)cc2OC[C@H]1C | 1.5
COc1ccc(NC(=O)N(C)C[C@@H]2OCc3ccccc3-c3ccccc3C(=O)N([C@H](C)CO)C[C@H]2C)cc1 | -0.2
C[C@H]1CN([C@@H](C)CO)S(=O)(=O)c2ccc(-c3ccc(F)cc3)cc2O[C@H]1CN(C)C(=O)Nc1ccccc1F | 0.8
CCc1cnc(N2[C@H](C#N)[C@@H](c3ccccc3)[C@@H]2CO)s1 | 2.2
CC(C)NC(=O)N(C)C[C@@H]1Oc2ccc(NC(=O)Cc3ccccc3)cc2C(=O)N([C@@H](C)CO)C[C@@H]1C | -2.0
C[C@H](CO)N1C[C@H](C)[C@@H](CN(C)CC2CCOCC2)Oc2ncc(C#CCc3ccccc3)cc2C1=O | -1.2
C[C@@H]1CN([C@H](C)CO)C(=O)c2cc(NC(=O)Nc3ccc(F)cc3)ccc2O[C@@H]1CN(C)C(=O)Nc1ccc(F)cc1 | 3.1
C[C@@H]1CN([C@H](C)CO)C(=O)Cc2cc(NC(=O)CCC(F)(F)F)ccc2O[C@@H]1CN(C)S(=O)(=O)c1ccc(F)cc1 | 2.3
COc1ccccc1-c1cnc2c(c1)C(=O)N([C@H](C)CO)C[C@H](C)[C@@H](CN(C)Cc1cncnc1)O2 | 19.3
CC(=O)N(C)C[C@H]1Oc2cc(C#C[C@@H](C)O)ccc2S(=O)(=O)N([C@@H](C)CO)C[C@H]1C | -3.7
CCCNC(=O)N(C)C[C@H]1Oc2cc(C3=CCCCC3)ccc2S(=O)(=O)N([C@@H](C)CO)C[C@@H]1C | -0.2
C[C@@H]1CCCCO[C@H](CN(C)C(=O)Nc2ccc3c(c2)OCO3)[C@H](C)CN([C@@H](C)CO)C(=O)c2cc(NC(=O)Nc3cccc4ccccc34)ccc2O1 | 1.0
C[C@@H]1CN([C@H](C)CO)C(=O)c2cccc(NC(=O)C3CCOCC3)c2O[C@@H]1CN(C)CC1CCCCC1 | -0.1
O=C(C[C@@H]1CC[C@@H](NS(=O)(=O)c2ccccc2)[C@H](CO)O1)NCCN1CCCCC1 | -0.8
O=C(CN1CCOCC1)N[C@@H]1CC[C@@H](CCNC(=O)C2CCCCC2)O[C@H]1CO | -0.2
N#C[C@H]1[C@@H](c2ccccc2)[C@H](CO)N1C(=O)Cc1ccccc1 | 1.3
NCC[C@H]1CC[C@@H](NC(=O)Cc2ccncc2)[C@@H](CO)O1 | 4.9
COc1ccc(S(=O)(=O)N(C)C[C@@H]2Oc3ccc(NC(=O)Nc4ccc(F)cc4)cc3CC(=O)N([C@H](C)CO)C[C@H]2C)cc1 | -3.2
CN1C(=O)c2cc(NC(=O)Nc3ccc(Cl)cc3)ccc2OC[C@@H]2O[C@@H](CC(=O)NCCN3CCCCC3)CC[C@@H]21 | 1.2
CCCC(=O)Nc1ccc2c(c1)C(=O)N(C)[C@H]1CC[C@H](CC(=O)O)O[C@H]1CO2 | -8.3
Cc1ccc(S(=O)(=O)Nc2ccc3c(c2)C(=O)N([C@H](C)CO)C[C@@H](C)[C@@H](CN(C)Cc2ccc4c(c2)OCO4)OCCCC[C@@H](C)O3)cc1 | -1.7
COc1cccc(NC(=O)C[C@@H]2CC[C@H]3[C@@H](COc4ccc(NS(=O)(=O)c5cccc(F)c5)cc4C(=O)N3C)O2)c1 | -1.2
COCC(=O)N(C)C[C@@H]1Oc2ncc(-c3ccc(F)cc3)cc2C(=O)N([C@@H](C)CO)C[C@H]1C | -1.0

An excerpt from above in order of formula weight, rising:
SMILES | BioA inh
O=C(CN1CCOCC1)N[C@@H]1CC[C@@H](CCNC(=O)C2CCCCC2)O[C@H]1CO | -0.2
C[C@@H]1CN([C@H](C)CO)C(=O)c2cc(NC(=O)Nc3ccc(F)cc3)ccc2O[C@@H]1CN(C)C(=O)Nc1ccc(F)cc1 | 3.1
C[C@@H]1CCCCO[C@H](CN(C)C(=O)Nc2ccc3c(c2)OCO3)[C@H](C)CN([C@@H](C)CO)C(=O)c2cc(NC(=O)Nc3cccc4ccccc34)ccc2O1 | 1.0

Going on with the list.
SMILES | BioA inh
C[C@@H]1CN([C@H](C)CO)C(=O)c2cccc(NC(=O)NC3CCCCC3)c2O[C@@H]1CN(C)Cc1ccc(C(F)(F)F)cc1 | -2.4
COc1ccc(NC(=O)N(C)C[C@H]2OCCCC[C@@H](C)Oc3ccc(NC(=O)C4CCCCC4)cc3C(=O)N([C@@H](C)CO)C[C@@H]2C)cc1 | 0.6
CNC[C@@H]1OCCCC[C@@H](C)Oc2ccc(NS(=O)(=O)c3ccccc3)cc2C(=O)N([C@H](C)CO)C[C@@H]1C | 1.2
C[C@H](CO)N1C[C@H](C)[C@H](CN(C)C(=O)NC2CCCCC2)Oc2ccc(NC(=O)CCCCCC(=O)Nc3ccccc3N)cc2CC1=O | 5.2
COc1ccc(CN(C)C[C@H]2OCc3cnnn3CCCC(=O)N([C@@H](C)CO)C[C@H]2C)cc1 | 0.5
C[C@H]1CN([C@@H](C)CO)S(=O)(=O)c2ccc(-c3ccccc3)cc2O[C@@H]1CN(C)S(C)(=O)=O | 0.0
CO[C@@H]1CC[C@@H]2CCOc3c(C#N)cccc3C(=O)N(C)C[C@@H](OC)[C@@H](C)C(=O)N(C)C[C@H]1O2 | 1.5
C[C@@H]1CCCCO[C@H](CN(C)S(=O)(=O)c2ccc(Cl)cc2)[C@@H](C)CN([C@H](C)CO)C(=O)c2cc(NC(=O)Nc3ccc(F)cc3)ccc2O1 | -2.1
CC(C)C#Cc1ccc2c(c1)O[C@@H](CN(C)C(=O)NC(C)C)[C@H](C)CN([C@H](C)CO)S2(=O)=O | -3.1
O=C(C[C@@H]1C[C@H]2c3cc(NC(=O)CC4CC4)ccc3O[C@H]2[C@@H](CO)O1)NCc1cccc(F)c1 | 0.1
C/C=C/c1cnc2c(c1)C(=O)N([C@H](C)CO)C[C@H](C)[C@H](CN(C)Cc1cccc(C(=O)O)c1)O2 | 0.8
CS(=O)(=O)N1[C@H](C#N)[C@H](c2ccccc2)[C@@H]1CO | -0.9
C[C@H]1CN([C@@H](C)CO)C(=O)c2cc(-c3ccccc3F)cnc2O[C@@H]1CN(C)C(=O)C1CC1 | 0.3
CC(C)[C@@H](C)NC(=O)N(C)C[C@@H]1OCc2ccccc2-c2ccccc2C(=O)N([C@@H](C)CO)C[C@H]1C | -3.1
C#CCN1[C@H](/C=C/C2CC2)[C@H](Cc2ccccc2)OC(=O)[C@@H]1[C@@H]1N[C@@H](C(=O)OC)C(C)(C)S1 | -0.2
Cc1ccc(S(=O)(=O)Nc2ccc3c(c2)CC(=O)N([C@H](C)CO)C[C@H](C)[C@@H](CN(C)S(=O)(=O)c2ccc(F)cc2)O3)cc1 | 1.5
CCCNC(=O)C[C@@H]1C[C@H]2c3cc(NS(=O)(=O)c4ccc(OC)cc4)ccc3O[C@H]2[C@@H](CO)O1 | -0.6
COc1ccc(CN(C)C[C@H]2Oc3c(NC(=O)c4ccc(-c5nccs5)cc4)cccc3C(=O)N([C@H](C)CO)C[C@@H]2C)cc1 | -1.3
Cc1noc(C)c1NC(=O)Nc1ccc2c(c1)C(=O)N([C@H](C)CO)C[C@@H](C)[C@H](CN(C)S(=O)(=O)c1ccccc1)O2 | 1.2
C[C@@H]1CN([C@@H](C)CO)C(=O)c2cc(NC(=O)Nc3ccc(F)cc3)ccc2O[C@@H](C)CCCCO[C@H]1CN(C)Cc1ccc2c(c1)OCO2 | -2.7
C[C@@H]1CN([C@@H](C)CO)C(=O)c2cc(NC(=O)Nc3ccc(F)cc3)ccc2O[C@@H]1CN(C)Cc1ccc2c(c1)OCO2 | 5.9
C[C@H]1CN([C@@H](C)CO)C(=O)c2ccccc2-c2ccccc2CO[C@@H]1CN(C)Cc1cccnc1 | -1.4
O=C(NCCc1ccncc1)[C@H]1[C@H](CO)[C@H]2Cn3c(ccc(-c4ccccc4)c3=O)[C@H]2N1C(=O)C1CC1 | -1.4
C[C@@H]1CN([C@H](C)CO)S(=O)(=O)c2ccc(-c3ccccc3)cc2O[C@@H]1CN(C)Cc1ccccn1 | 1.9
COc1ccc(-c2cnc3c(c2)C(=O)N([C@@H](C)CO)C[C@H](C)[C@H](CN(C)C(=O)Cc2ccccn2)O3)cc1 | -3.0
C[C@@H]1CN([C@@H](C)CO)C(=O)Cc2cc(NC(=O)c3ccncc3)ccc2O[C@@H]1CN(C)C | -3.8
C[C@@H]1CN([C@H](C)CO)C(=O)c2cc(NC(=O)c3ccncc3)ccc2O[C@H]1CN(C)Cc1ccc2c(c1)OCO2 | -0.4
CO[C@H]1CN(C)C(=O)c2ccc(NC(=O)c3cccc(F)c3)cc2OC[C@@H](C)N(CC2CC2)C[C@@H]1C | 1.9
CCCNC(=O)C[C@@H]1CC[C@@H]2[C@@H](COc3ccc(NS(=O)(=O)CC)cc3C(=O)N2C)O1 | 4.8
CNC[C@H]1OCCCC[C@@H](C)Oc2ccc(NC(=O)C3CCCCC3)cc2C(=O)N([C@@H](C)CO)C[C@@H]1C | -1.6
C[C@@H]1CN([C@@H](C)CO)S(=O)(=O)c2ccc(-c3cccc(F)c3)cc2O[C@@H]1CN(C)S(=O)(=O)c1ccccc1 | 0.1
CCCN1C[C@@H](C)[C@@H](OC)CN(C)C(=O)c2cc(NC(=O)Nc3c(C)noc3C)ccc2OC[C@H]1C | -1.8
OC[C@H]1[C@@H](c2ccc(-c3cccnc3)cc2)[C@@H]2CN(CC3CC3)CCCCN12 | 4.1
C[C@@H]1CN([C@H](C)CO)C(=O)c2cc(C#CCN(C)C)cnc2O[C@H]1CN(C)Cc1ccccc1 | 0.3
CNC[C@H]1Oc2c(NC(=O)c3cnccn3)cccc2C(=O)N([C@H](C)CO)C[C@@H]1C | -2.2
C[C@@H]1CN([C@H](C)CO)C(=O)c2cc(Br)cnc2O[C@H]1CN(C)C(=O)C1CC1 | 0.4
Cc1cc(C(=O)Nc2cccc3c2O[C@H](CN(C)C(=O)Nc2c(C)noc2C)[C@@H](C)CN([C@H](C)CO)C3=O)n(C)n1 | 3.0
C[C@H]1CN([C@@H](C)CO)C(=O)c2cc(NS(=O)(=O)c3ccc(Cl)cc3)ccc2O[C@@H]1CN(C)C(=O)NC1CCCCC1 | -1.0
COc1ccc(S(=O)(=O)N[C@@H]2CC[C@@H](CCn3cc(-c4ccccc4F)nn3)O[C@@H]2CO)cc1 | -3.5
CO[C@H]1CN(C)C(=O)c2ccc(NC(C)=O)cc2OC[C@H](C)N(C(=O)c2ccccc2F)C[C@@H]1C | -2.4
O=C(N[C@H]1CC[C@@H](CCNC(=O)C2CCCCC2)O[C@@H]1CO)c1ccncc1 | 1.1

Screens (PubChem)
